SMN2 splice up = qHTS Assay for Enhancers of SMN2 Splice Variant Expression; 2.8% of 210,000 active; HEK293 SMN2-luciferase splicing reporter, luminescence, 30-36 h; AID 1458, 2008; Potency, µM (titrated, usually from 46.1 µM), for the others: at the highest dose activity change, positive = activation, most hits filed as activators; note: % of control where 0% means no effect; nearly all actives have a fitted effect of over 55% in size
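HEK293 cells carry an SMN2 minigene-luciferase reporter in which exon 7 inclusion puts luciferase in frame. Cells were seeded at 2000 cells/well, attached for 10-12 hours, then exposed to compounds for 30-36 hours at 37C before ONE-Glo luminescence.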
RECQ1 helicase = qHTS Assay for Inhibitors of RecQ-Like Dna Helicase 1 (RECQ1) | ATP-dependent DNA helicase Q1 (Homo sapiens), P46063 | RECQ1 DNA unwinding, red fluorescence kinetic read | Potency, µM (doses to about 57.3 µM), without a hit: at the top dose activity, negative = inhibition, usual class: inhibitors | 0.54% of 240,000 active | AID 2549, 2010;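 note: plate controls were vehicle for no effect and no enzyme for full effect; nearly all actives have a fitted effect of over 30% in size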
Target sequence (P46063 whole entry, looked up): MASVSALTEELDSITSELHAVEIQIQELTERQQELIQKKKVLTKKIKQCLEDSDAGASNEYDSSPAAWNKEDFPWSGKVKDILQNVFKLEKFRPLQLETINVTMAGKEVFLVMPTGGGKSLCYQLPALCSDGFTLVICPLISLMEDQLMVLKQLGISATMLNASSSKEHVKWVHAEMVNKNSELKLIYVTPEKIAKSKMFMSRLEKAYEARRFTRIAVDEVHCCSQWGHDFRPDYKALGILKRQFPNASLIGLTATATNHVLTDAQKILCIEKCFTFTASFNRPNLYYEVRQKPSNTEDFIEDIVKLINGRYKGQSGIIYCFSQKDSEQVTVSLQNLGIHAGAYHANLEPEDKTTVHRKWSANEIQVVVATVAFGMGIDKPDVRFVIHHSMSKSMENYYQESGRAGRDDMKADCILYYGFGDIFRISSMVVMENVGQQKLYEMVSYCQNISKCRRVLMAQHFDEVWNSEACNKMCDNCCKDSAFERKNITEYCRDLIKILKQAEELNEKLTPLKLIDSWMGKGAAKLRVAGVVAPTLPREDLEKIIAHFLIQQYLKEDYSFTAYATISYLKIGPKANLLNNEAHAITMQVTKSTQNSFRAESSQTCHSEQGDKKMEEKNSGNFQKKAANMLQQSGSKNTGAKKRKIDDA
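50 nM RECQ1T1 preincubated 15 min with compound in Tris pH 8.0 buffer with MgCl2, DTT, Tween-20 and 2.5 ug/ml poly(dI-dC); started with 200 nM TAMRA/BHQ-2 forked duplex and 2 mM ATP. Unwinding read as fluorescence (525/598 nm), two reads 2 h apart.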
Epigenetic reg = Quantitative High-Throughput Screen for Regulators of Epigenetic Control; murine LDR cells, GFP reporter derepression, 30 h; Potency, µM (highest dose often 53.9 µM), inactives show at the highest dose GFP activation, most hits filed as activators; 0.2% of 280,000 active; AID 1865, 2009; note: % of control where 0% means no effect; nearly all actives have a fitted effect of over 60% in size
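Reporter derepression read as number of fluorescent GFP-positive objects, 20-120 um in size, counted by laser-scanning cytometer. Mouse LDR line with an epigenetically silenced CMV-GFP locus; compound incubation 30 h, 37 C.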
GoLoco inh red = qHTS Assay for Inhibitors of RGS12 GoLoco Motif Activity (Red Fluorophore). Guanine nucleotide-binding protein G(i) subunit alpha-1 (Homo sapiens), P63096. Gai1:RGS12 GoLoco peptide FP, rhodamine, 10 min. Potency, µM (top dose mostly 61.6 µM), inactives show at the highest dose activity, negative = inhibition, most hits filed as inhibitors. 0.44% of 230,000 active; active = well fitted inhibition curve with a large enough effect, not every such curve was filed as active; inactive = no such curve, though single readings can be large or run the other way; note: % is set by controls: 0 for no effect and ±100 for the full control effect; nearly all actives have a fitted effect of over 30% in size; many of its hits are not listed in these tables
JMJD2E inh = qHTS Assay for Inhibitors of Human Jumonji Domain Containing 2E (JMJD2E); Lysine-specific demethylase 4E (Homo sapiens), B2RXH2; JMJD2E catalytic domain, FDH-coupled NADH fluorescence (FDH is formaldehyde dehydrogenase); Potency, µM (top dose mostly 57.1 µM), without a hit: top-dose activity change, negative = inhibition, usual class: inhibitors; 1.6% of 230,000 active; AID 2147, 2009; active = well fitted inhibition curve with a large enough effect, not every such curve was filed as active; inconclusive = small, poorly fitted or top-dose-only effect, or another doubt; inactive = no such curve, though single readings can be large or run the other way;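 note: 0% = wells with enzyme and -100% = buffer wells without enzyme; nearly all actives have a fitted effect of over 50% in size; many of its hits are not listed in these tables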
Target sequence (B2RXH2 1-337 limits assumed): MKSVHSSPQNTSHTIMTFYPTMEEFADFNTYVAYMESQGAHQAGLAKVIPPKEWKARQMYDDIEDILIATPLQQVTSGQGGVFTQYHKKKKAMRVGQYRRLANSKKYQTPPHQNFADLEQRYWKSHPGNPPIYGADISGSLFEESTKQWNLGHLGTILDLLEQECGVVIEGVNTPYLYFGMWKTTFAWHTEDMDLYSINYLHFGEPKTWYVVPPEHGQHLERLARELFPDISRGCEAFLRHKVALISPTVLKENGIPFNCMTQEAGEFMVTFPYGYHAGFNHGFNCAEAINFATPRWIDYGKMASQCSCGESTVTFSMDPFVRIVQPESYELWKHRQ
NPSR antagonist = qHTS Assay for Antagonists of the Neuropeptide S Receptor: cAMP Signal Transduction | Q6W5P4 | CHO-NPSR cells, cAMP TR-FRET, antagonist mode | Potency, µM (titrated, usually from 38.3 µM), inactives show at the top dose activity change, negative = inhibition, hits mostly inhibitors | 1% of 220,000 active; note: % is set by controls: 0 for no effect and ±100 for the full control effect; nearly all actives have a fitted effect of over 50% in size; many of its hits are not listed in these tables
IMPase Li cell = qHTS Assay for Identifying the Cell-Membrane Permeable IMPase Inhibitors: Potentiation with Lithium. CHO-M1 cells, IP1 TR-FRET (IP-One), carbachol + lithium. AID 1457, 2008. Potency, µM (top dose mostly 59.4 µM), without a hit: top-dose activity, negative = IMPase inhibition, usual class: inhibitors. 0.35% of 210,000 active;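 note: IP1 builds up when IMPase is blocked and the TR-FRET signal falls; plate controls were basal vehicle for no effect and high inhibitor control for full effect; nearly all actives have a fitted effect of over 50% in size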
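CHO-M1, 2000 cells/well, 16–30 h culture; cpd + low Li+, 30 min 37C; lysis with d2-IP1/Eu-anti-IP1 Ab, 10 min RT; TR-FRET 665/620 ratio and 620 channel; AC50 via Hill.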
Luc counter = Counterscreen for Luciferase (Kinase-Glo TM) Inhibition. Kinase-Glo luciferase, ATP luminescence, 8 min. 0.28% of 200,000 active. Potency, µM (series often up to 38.3 µM), for inactives: at the top dose activity change, negative = inhibition, usual class: inhibitors. Luciferin 4-monooxygenase (Photuris pensylvanica), Q27757; note: % is set by controls: 0 for no effect and ±100 for the full control effect; nearly all actives have a fitted effect of over 60% in size
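Light output from Kinase-Glo luciferase with luciferin and 10 uM ATP in 50 mM imidazole pH 7.2, KCl, MgCl2, Tween 20, BSA; compound pin-delivered, 8-min ambient incubation, then luminescence read.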
* = called active by the depositor; i = inactive; ? = inconclusive; · = not tested or not shown; & = joins results of further samples; [ ] = another dose, or the depositor's remark. Unless noted, calls come from the whole dose curve; as a rule, active = well fitted curve in the direction sought with a large enough effect; inconclusive = small, poorly fitted or top-dose-only effect, or another doubt; inactive = no such curve, though single readings can be large; an effect the other way counts as inactive or inconclusive. Potency is the fitted concentration of half-maximal effect.

cpd | Molecule | SMN2 splice up | RECQ1 helicase | Epigenetic reg | GoLoco inh red
1 | Cn1nc(-c2ccccc2)c(COC(=O)c2cccc(Cl)c2)c1S(=O)(=O)c1ccccc1 | -7% | i | -7.6% | 11%
2 | O=[N+]([O-])c1cc(Cc2ccccc2)cc(C=Nc2ccc(N3CCOCC3)cc2)c1O | 9% | -7% | -1.0% | 154%[activator]
3 | CC/C=C/C(=O)N1CC2(CC(c3cccc(NC(=O)CC(c4ccccc4)c4ccccc4)c3)=NO2)C[C@@H]1C(N)=O (stereo partly specified) | · | -14% | -1.6% | 6%
4 | O=C(/C=C/Nc1ccc(Br)cc1F)c1ccco1 | 1.1µM* | i | 0.1% | 24%
5 | Cc1cccc(C)c1NC(=O)c1ccc(-n2cnnn2)cc1 | -8% | -3% | 0.0% | 4%
6 | CCOC(=O)CNC(=S)n1cnc(N)n1 | 2% | -1% | -0.1% | -5%
7 | Cc1ccc(N=Cc2c(O)[nH]c3ccccc23)c([N+](=O)[O-])c1 | 22% | -11% | 4.0% | 9%
8 | COc1cc(SC)ccc1C(=O)NCC1CCCO1 (stereo unspecified) | 1% | i | -1.6% | 4%
9 | Cc1ccc2c(c1)nnn2C1CCN(CC(=O)Nc2ccc3c(c2)OCCO3)CC1 | -11% | i | 1.0% | -2%
10 | Cc1cc(C)c(C#N)c(SCc2ccc([N+](=O)[O-])cc2)n1 | · | -3% | -7.6% | -1%
11 | CCN1C(=O)/C(=C2\SC(N3CCCCC3)=NC2=O)c2ccccc21 | 12% | 7% | 0.3% | -12%
12 | CN1C[C@@H]2C(c3ccccc3)C3(c4cccnc4)CC2(C3)[C@H]1c1ccccc1 (stereo partly specified) | -6% | -2% | 1.5%&0.0% | 0%&5%
13 | CCCc1nnc(NC(=S)Nc2ccccc2)s1 | ? | -3% | 1.3% | 1%
14 | On1c(-c2ccccc2)nc2ccccc21 | · | -1% | -1.1% | 6%
15 | Cc1ccccc1NC(=O)Cn1c(=O)sc2ccccc21 | · | 16% | 1.1% | 13%

cpd | JMJD2E inh | NPSR antagonist | IMPase Li cell | Luc counter
1 | 0% | ? | -3%[38.3 µM] | -3%
2 | 16µM* | -21% | 3% | -2%
3 | -13% | -2% | · | ·
4 | -28% | -15% | 1% | 13µM*
5 | -1% | -2%[46.1 µM] | 5%[38.3 µM] | -5%
6 | -8% | 11% | -3% | -1%
7 | 6% | -9% | 0% | -9%
8 | -1% | -4%[46.1 µM] | 8%[38.3 µM] | -4%
9 | -2% | -27%[46.1 µM] | -3%[38.3 µM] | 2%
10 | -1% | -2% | 9% | 0%
11 | -13% | -14%[46.1 µM] | 25%[38.3 µM] | -10%
12 | -2%&3% | -12% | 19% | 0%
13 | -11% | -32% | -10% | 0%
14 | -4% | 17% | · | ·
15 | -10% | -5% | 9% | -4%

Other structures
cpd | Molecule | SMN2 splice up | RECQ1 helicase | Epigenetic reg | GoLoco inh red
16 | COc1ccc(N(C(=O)CNS(=O)(=O)c2ccccc2)C(C(=O)NCc2ccco2)C(C)C)cc1 (stereo unspecified) | · | 13% | -5.9% | 7%
17 | Cc1cc(C)nc(N2C(=O)CC(C(C)c3ccccc3)C2=O)n1 (stereo unspecified) | -2% | 4% | 0.0% | -2%
18 | Cc1cc(C2(c3cc(C)c(O)cc3C)OS(=O)(=O)c3ccccc32)c(C)cc1O | -8% | -27% | · | 0%
19 | CCOC(=O)CNC(=O)C(Cc1ccccc1)NS(=O)(=O)c1cccs1 (stereo unspecified) | -6% | 11% | -1.1% | 1%
20 | Clc1ccc(Sc2ccc(/C=N/n3cnnc3)o2)cc1 | 0% | i | 0.0% | 1%
21 | CC1(c2ccccc2)CC(C)(C)N2C(=O)C3(C(C#N)=C(N)Oc4cc(O)ccc43)c3cccc1c32 (stereo unspecified) | 2% | -19% | -8.5% | 7%
22 | COc1ccc(C2CC(c3ccc4ccccc4c3)=NN2C(=O)COC(=O)C2CCC(=O)N2)cc1 (stereo unspecified) | 14µM* | i | -2.3% | 2%
23 | COc1ccc(-c2nc3cnc(OC)nc3n(C3CC3)c2=O)cc1 | -12% | 16% | · | -4%
24 | C/C(CC1(O)C(=O)Nc2ccccc21)=N\O (stereo unspecified) | 4% | -2% | 0.1% | -12%
25 | COc1cc(NS(=O)(=O)c2ccc(C)c(C)c2)c(OC)cc1Cl | -28% | 7% | 0.7% | 0%
26 | COC(=O)Nc1ccc(S(=O)(=O)N2CCCC(C(=O)O)C2)cc1 (stereo unspecified) | -6% | i | 0.0% | 9%
27 | CCc1ccc(C2c3[nH]c4ccccc4c3CCN2C(=O)CN2CCN(CC)CC2)cc1 (stereo unspecified) | · | -7% | -1.0% | 8%
28 | CCN(CC)CC(=O)Nc1ccc(-c2nc3cc(NC(=O)CN(CC)CC)ccc3o2)cc1 | ? | 18% | 0.0% | 9%
29 | O=C(CN1CCN(C(=O)c2ccco2)CC1)Nc1cc(Cl)ccc1Cl | -13% | -3% | -1.1% | 5%
30 | Cc1ccc(S(=O)(=O)N(C)Cc2nc(-c3ccc(Br)cc3)no2)cc1 | -34%[inhibitor] | -7% | 0.0% | 3%

cpd | JMJD2E inh | NPSR antagonist | IMPase Li cell | Luc counter
16 | -18% | 27% | 1% | 0%
17 | 1% | 1%[46.1 µM] | 24%[38.3 µM] | -2%
18 | · | · | 58%[activator] | ·
19 | 12% | -17%[46.1 µM] | 2%[38.3 µM] | -1%
20 | ? | 1%[46.1 µM] | 2%[38.3 µM] | 1%
21 | -2% | ? | 28%[38.3 µM] | -2%
22 | ? | -39% | 12% | 0%
23 | · | · | 13µM* | -7%
24 | 10% | -12%[46.1 µM] | -6%[38.3 µM] | -2%
25 | 0% | -27%[46.1 µM] | 30%[38.3 µM] | -4%
26 | -8% | 21% | -3% | 4%
27 | 6% | 21% | 4% | 1%
28 | ? | 1%[46.1 µM] | 6%[38.3 µM] | 0%
29 | 4% | -11%[46.1 µM] | -3%[38.3 µM] | -1%
30 | 9% | -12%[46.1 µM] | 10%[38.3 µM] | 4%

Other records
cpd | Molecule | SMN2 splice up | RECQ1 helicase | Epigenetic reg | GoLoco inh red
31 | CC(=O)N(C1=C(N2CCOCC2)C(=O)c2ccccc2C1=O)c1ccc(C(=O)O)cc1 | · | -11% | -1.4% | 1%
32 | COc1ccc(-c2cn3cccnc3n2)cc1 | 13µM* | 11% | -0.6% | 1%
33 | O=[N+]([O-])c1[nH]cnc1/C=C/c1ccccc1 | · | -4% | 1.1% | 2%
34 | CCNc1nc(NCc2ccccc2)nc(Oc2ccc(=O)[nH]n2)n1 | 4% | 0% | 0.8% | 4%
35 | CC(=O)NC1C(=O)SC1(C)C (stereo unspecified) | · | i | 2.1% | ·
36 | Cc1nnc(SCc2ccc(CSc3nnc(C)c(=O)[nH]3)cc2)[nH]c1=O | · | 3% | -0.3% | 6%
37 | O=[N+]([O-])c1ccc(N2CCCCCC2)c([N+](=O)[O-])c1 | -13% | -10% | -8.4% | -2%
38 | O=C1c2[nH]nc(-c3ccccc3O)c2C(c2ccccc2F)N1Cc1ccco1 (stereo unspecified) | · | i | 1.0% | 4%
39 | O=c1c2ccccc2ncn1CCOCCOc1ccc([N+](=O)[O-])cc1 | -7% | i | -3.2% | 3%
40 | CCOC(=O)N1CCC(NC(=O)C2CCCN(S(=O)(=O)c3cccc4nsnc34)C2)CC1 (stereo unspecified) | -29% | 0% | -1.7% | 4%
41 | O=C1CCN(CCc2ccccc2)CCN1[C@H](CSc1ccc(Br)cc1)Cc1ccccc1 | · | i | 2.1% | 9%
42 | Cc1cccc(C(=O)n2c(=S)nc3ccccn32)c1 | 4.5µM* | -10% | -0.2% | -17%
43 | O=c1[nH]n(CCO)c(=O)c2cccnc12 | · | -5% | 3.1% | 2%
44 | c1ccc2c(c1)C(=Nn1cnnc1)c1ccccc1-2 | 9% | -4% | 1.8% | -5%
45 | O=[N+]([O-])c1ccc(N/N=C2/CCCCC2c2ccccn2)cc1 (stereo unspecified) | -36%[inhibitor] | -8% | 0.0% | -4%

cpd | JMJD2E inh | NPSR antagonist | IMPase Li cell | Luc counter
31 | 10µM* | -7%[7.67 µM] | · | ·
32 | ? | -9% | -19% | -26%
33 | -1% | -7% | · | ·
34 | -5% | ? | -1% | 3%
35 | ? | -3%[46.1 µM] | · | ·
36 | -6% | 14% | -4% | ·
37 | 7% | -6%[46.1 µM] | 10% | -1%
38 | 3% | -27%[46.1 µM] | 27%[38.3 µM] | -2%
39 | 4% | -1% | -2% | 2%
40 | 6% | -1%[46.1 µM] | 13%[38.3 µM] | 1%
41 | -8% | ? | · | ·
42 | -13% | -18%[46.1 µM] | 12%[38.3 µM] | 14µM*
43 | 3% | 7% | · | ·
44 | -4% | -3%[46.1 µM] | 23%[38.3 µM] | 1%
45 | -29% | 18% | 16% | 2%

Complete entries as entered above. Order of screens: SMN2 splice up | RECQ1 helicase | Epigenetic reg | GoLoco inh red | JMJD2E inh | NPSR antagonist | IMPase Li cell | Luc counter
Cc1ccc(S(=O)(=O)N(C)Cc2nc(-c3ccc(Br)cc3)no2)cc1 is listed as -34%[inhibitor] | -7% | 0.0% | 3% | 9% | -12%[46.1 µM] | 10%[38.3 µM] | 4%
CC(=O)NC1C(=O)SC1(C)C (stereo unspecified) is listed as · | i | 2.1% | · | ? | -3%[46.1 µM] | · | ·

This is a subset (hit frequency here may not be typical).
